High-throughput results (PubChem BioAssay)
GALK inhibitor = qHTS Assay for Inhibitors of Human Galactokinase (GALK). 270,000 tested, 0.007% active. Purified GALK, Kinase-Glo residual ATP luminescence. P51570. Potency, µM (series often up to 57.5 µM), without a hit: top-dose activity change, negative = inhibition, most hits filed as inhibitors. AID 1868, 2009; further: potency means the concentration at half of the fitted maximal effect; on the % scale 0 is the no-effect control and ±100 the full control effect
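Luminescence from leftover ATP (Ultra-Glo luciferase/luciferin) served as read-out after a 1 h room-temperature reaction of 5 nM GALK with 35 uM ATP and 100 uM galactose.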
Giardia killer = Small Molecules that selectively kill Giardia lamblia: qHTS | Giardia lamblia trophozoite viability | activity change, % at 7.66 µM, hits read low | 340,000 tested, 0.15% active; in the data active means activity change below about -80%; inconclusive means between about -30% and that limit;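 further: parasites exposed to compound for two days anaerobically before the ATP read; on the % scale 0 is the no-effect control and ±100 the full control effect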
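Trophozoites 100 cells/well + cpd; 48 hrs, 37 deg C, anaerobic. ATPLite 1-Step added, 15-30 min RT, luminescence read (ATP-based viability).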
Coupling enz = qHTS Assay for Inhibitors of Fructose-1,6-bisphosphate Aldolase from Giardia Lamblia: Coupling assay counterscreen | 290,000 tested, 0.67% active | coupling enzyme system counterscreen, AmpLite Red fluorescence | activity change, negative = inhibition, % at 58.2 µM, hits read low; in the data active means activity change below about -30%; further: on the % scale 0 is the no-effect control and ±100 the full control effect
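Final compound at 57.5 uM, incubated 10 min at RT with coupling enzyme reagent (glyceraldehyde-3-phosphate), then 20 min with substrate and AmpLite Red detection. Fluorescence read at 525/598 nm; tests interference with the coupling assay, not aldolase inhibition.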
Menin MLL FP TR = qHTS Assay for Inhibitors Targeting the Menin-MLL Interaction in MLL Related Leukemias: Competition With Texas Red Labeled MLL-derived Mutant Peptide. O00255. AID 1768, 2009. Potency, µM (series often up to 61.6 µM), for the others: at the top dose FP activity change, negative = inhibition, most hits filed as inhibitors. 270,000 tested, 0.23% active. Menin + Texas Red MLL mutant peptide, fluorescence polarization; active means well fitted inhibition curve with a large enough effect in the polarisation, with a control signal flat, not every such curve was filed as active; inconclusive means small, poorly fitted or top-dose-only effect, or effect the other way, or a change in a side signal; inactive means no such curve, though single readings can be large or run the other way; the % refers to the polarisation; further: potency means the concentration at half of the fitted maximal effect; % of control where 0% means no effect; many of its hits are not listed in these tables
KCNH2 WT inh = qHTS for Inhibitors of KCHN2 3.1: Wildtype qHTS | U2OS, BacMam KCNH2, thallium flux FluxOr; active compounds read low | activity change, % at 1.84 µM | 340,000 tested, 0.37% active | AID 720551, 2013;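 active means maximum activity change below -70%; inconclusive means maximum activity change between -70% and -50%; inactive means maximum activity change above -50%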; further: on the % scale 0 is the no-effect control and ±100 the full control effect
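U2OS cells transduced with wild-type KCNH2 virus are loaded with FluxOr dye for 45 min, and thallium flux is measured in kinetic reads before and after stimulation buffer. Rate constants are normalized to DMSO controls.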
B2AR arrestin = qHTS assay of beta-arrestin-biased ligands of beta2-adrenergic receptor; Beta-2 adrenergic receptor (Homo sapiens), P07550; beta-arrestin recruitment to beta2AR, cell-based reporter; Potency, µM (titrated, usually from 46.1 µM), without a hit: top-dose activation, most hits filed as activators; 330,000 tested, 0.02% active;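 further: potency means the concentration at half of the fitted maximal effect; 0% = DMSO controls and full agonism = EC100 isoproterenol or metaproterenol; nearly all actives have a fitted effect of over 65% in size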
Target sequence (P07550 whole entry, looked up): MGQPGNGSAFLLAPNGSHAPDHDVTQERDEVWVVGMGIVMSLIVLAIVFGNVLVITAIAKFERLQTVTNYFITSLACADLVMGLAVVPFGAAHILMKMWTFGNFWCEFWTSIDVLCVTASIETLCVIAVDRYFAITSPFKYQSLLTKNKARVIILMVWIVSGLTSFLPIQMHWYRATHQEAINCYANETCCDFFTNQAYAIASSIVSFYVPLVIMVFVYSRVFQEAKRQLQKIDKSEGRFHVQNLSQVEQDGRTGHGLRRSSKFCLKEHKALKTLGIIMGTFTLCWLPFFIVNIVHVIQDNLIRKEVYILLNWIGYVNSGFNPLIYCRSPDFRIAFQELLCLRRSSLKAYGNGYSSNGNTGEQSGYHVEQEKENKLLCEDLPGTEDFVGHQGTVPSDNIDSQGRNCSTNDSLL
KCNH2 3.1 block = qHTS for Inhibitors of KCHN2 3.1: Mutant qHTS; Potassium voltage-gated channel subfamily H member 2, brain isoform KCNH2 3.1 (human); U2OS KCNH2 3.1, thallium flux FluxOr; active compounds read low; activity change, % (tested at about 1.8 µM); 340,000 tested, 0.95% active;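 active means maximum activity change below -70%; inconclusive means maximum activity change from -70% to -50%; inactive means maximum activity change above -50%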;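 further: thallium influx rate constant from kinetic fluorescence after stimulation buffer; on the % scale 0 is the no-effect control and ±100 the full control effect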
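Steps: virus added to U2OS suspension (4 h, RT, dark); medium with 10% FBS added, cells plated, 37 C overnight; FluxOr/Red40 loading buffer 45 min RT; stimulation buffer, 2 min kinetic read; rate constant normalized.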
USP2a inh = qHTS Assay for Inhibitors of Ubiquitin-specific Protease USP2a Using CHOP2 as the Reporter; 330,000 tested, 0.01% active; Potency, µM (top dose mostly 38.3 µM), inactives show at the top dose activity change, negative = inhibition, actives largely listed as inhibitors; USP2 core, Ub-CHOP2 coupled fluorogenic reporter, 485/531;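 further: potency means the concentration at half of the fitted maximal effect; plate controls were DMSO wells for no effect and full inhibition by NEM control for full effect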
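Deubiquitinase activity read as fluorescence (485/531 nm) after Ub-CHOP2 cleavage activates the enterokinase reporter on its substrate; USP2 core 10nM, Ub-CHOP2 and substrate 25nM each, 30min compound preincubation then 60min RT; data normalized to NEM, curves fitted.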
TRPV1 agonist = HTS Assay for Compounds that Act as Agonists of the Vanilloid Receptor 1; Transient receptor potential cation channel subfamily V member 1 (Homo sapiens), Q8NER1; TRPV1-expressing cells, Fluo-8 calcium influx, agonist mode; activation, % at 8.33 µM; 320,000 tested, 0.19% active; in the data active means activation above about 80%; inconclusive means between about 30% and that limit; further: 0% is about no effect
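TRPV1-expressing cells were cultured overnight at 35.5C and loaded with Fluo-8 calcium dye for 40 to 90 min at room temperature. After a 10 s baseline, compound was added and calcium influx was read kinetically for 3 min (ex 480/em 520 nm).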
CXXC DNA block = qHTS Fluorescence Polarization Assay for Inhibitors of MLL CXXC domain - DNA interaction. MLL-CXXC / FITC-HOXA9 DNA fluorescence polarization. Potency, µM (titrated, usually from 115 µM), inactives show at the highest dose activity change, negative = inhibition, actives largely listed as inhibitors. 290,000 tested, 0.037% active. AID 2662, 2010; active means well fitted inhibition curve with a large enough effect in the polarisation, with a control signal flat, not every such curve was filed as active; inconclusive means small, poorly fitted or top-dose-only effect, or effect the other way, or a change in a side signal; inactive means no such curve, though single readings can be large or run the other way; the % refers to the polarisation; further: potency means the concentration at half of the fitted maximal effect
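Steps: dispense CXXC domain solution (7 uM) → pin compounds or unlabeled HOX-A9 DNA control → 5 min ambient → add FLSN-HOX-A9 solution (50 nM) → spin → 30 min ambient → fluorescence polarization. Tris pH 7.5/NaCl/DTT/BSA buffer.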
PKM2 act = qHTS Assay for Activators of Human Muscle isoform 2 Pyruvate Kinase | purified PKM2, Kinase-Glo ATP luminescence, activation; response scale: 0% is enzyme alone, no compound | Potency, µM (doses to about 57.5 µM), inactives show top-dose activation, usual class: activators | 260,000 tested, 0.34% active | Pyruvate kinase PKM (Homo sapiens), P14618; further: potency means the concentration at half of the fitted maximal effect; on the % scale 0 is the no-effect control and ±100 the full control effect; nearly all actives have a fitted effect of over 55% in size
Target sequence (P14618 whole entry, looked up, canonical isoform): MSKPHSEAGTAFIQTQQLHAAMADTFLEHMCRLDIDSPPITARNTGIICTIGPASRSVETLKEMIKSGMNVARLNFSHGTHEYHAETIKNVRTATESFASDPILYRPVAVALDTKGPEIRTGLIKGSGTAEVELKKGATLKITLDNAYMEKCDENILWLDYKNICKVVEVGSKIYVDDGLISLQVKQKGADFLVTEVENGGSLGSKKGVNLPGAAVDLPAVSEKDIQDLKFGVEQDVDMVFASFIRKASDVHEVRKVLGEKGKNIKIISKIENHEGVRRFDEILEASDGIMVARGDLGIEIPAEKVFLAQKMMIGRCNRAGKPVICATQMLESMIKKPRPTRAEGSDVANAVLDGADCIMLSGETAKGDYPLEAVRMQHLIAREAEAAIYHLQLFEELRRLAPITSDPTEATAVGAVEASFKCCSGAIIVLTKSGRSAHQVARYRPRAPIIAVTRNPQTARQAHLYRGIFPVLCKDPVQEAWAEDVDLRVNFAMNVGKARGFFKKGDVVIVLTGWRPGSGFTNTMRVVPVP
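hPK-M2, >95% pure; 0.1 mM ADP / 0.5 mM PEP final; imidazole pH7.2 buffer w/ 7 mM MgCl2, 50 mM KCl; 1 h RT; Kinase-Glo lum. Intermediate enzyme activity for dual inhibitor/activator qHTS.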
Starred values were filed as active, the others as inactive; i = inactive; ? = inconclusive; · = no result given; & = joins results of further samples; [ ] = dose if it differs, or a comment. Unless noted, the call rests on the fitted dose curve; in most records, active means well fitted curve in the direction sought with a large enough effect; inconclusive means small, poorly fitted or top-dose-only effect, or another doubt; inactive means no such curve, though single readings can be large; an effect the other way counts as inactive or inconclusive.

smiles	GALK inhibitor	Giardia killer	Coupling enz	Menin MLL FP TR	KCNH2 WT inh	B2AR arrestin	KCNH2 3.1 block	USP2a inh	TRPV1 agonist	CXXC DNA block	PKM2 act
COc1cccc2[nH]c(C(=O)NCC3CCCO3)cc12 (stereo not given)	·	?	2	16%	-4	-0.1%	9	0%	4	-7%	·
CC(C)(C)c1cc(NC(=O)c2c(F)cccc2Cl)n(-c2ccccc2)n1	-2%	9	0	·	7	-0.3%	-3	2%	19	-4%	·
Cc1cc(OCc2ccc(C(=O)NN=C3CCCC3)cc2)ccc1Cl	1%	12	3	6%	i	-0.3%	-14	-8%	-4	-4%	-16%
CCOC(=O)c1cc[n+](CC(=O)c2ccc(F)cc2)cc1	1%	-13	2	-4%	0	-1.0%	12	0%	1	?	-14%
Cc1ccc(Cl)cc1NC(=O)C1CCN(S(C)(=O)=O)CC1	-1%	10	5	13%	0	-1.0%	2	12%	2	9%	-2%
COc1ccc(N/C(=N\c2nc(C)cc(C)n2)NC(C)=O)cc1OC	1%	23	-8	-19%	7	-1.0%	7	3%	-16	-1%	-5%
Cc1nn(-c2ccccc2)c(C)c1NC(=O)COC(=O)Cc1cccc(C(F)(F)F)c1	·	-14	·	·	-1	0.0%	1	-1%	11	·	·
O=C(CS(=O)c1ccc(F)cc1)N1CCOCC1 (stereo not given)	-4%	12	5	2%	-8	-0.3%	14	7%	-2	1%	·
O=C(CCCOc1ccccc1)Nc1cccc(S(=O)(=O)N2CCCCC2)c1	·	13	·	·	9	-0.1%	4	-6%	23	·	·
CC1CC2(C)Oc3ccccc3CC2C(C)C1CNCCCN(C)C (stereo not given)	1%	-1	0	-6%	13	-0.1%	-13	9%	2	6%	2%
CCN1CCN(CCCN(Cc2ccco2)C(=S)Nc2ccccc2Cl)CC1	1%	5	-5	11%	9	-0.1%	-1	-4%	-2	?	-15%
COc1ccc(/C=N/Nc2ccc(C(=O)O)cc2)cc1OC	-3%	2	-1	·	19	-0.1%	10	0%	1	-9%	3%
COc1cc(C(=O)Nc2cccc(S(=O)(=O)N3CCCC3)c2)c([N+](=O)[O-])cc1OC	·	-8	·	·	-3	0.1%	0	1%	0	·	·
CC(C)CCOC(=O)C1[C@H]2C(=O)N(Cc3cccs3)C[C@]23C=C[C@H]1O3 (stereo not given in full)	0%	-5	3	-10%	-3	-0.1%	17	-7%	1	6%	-1%
COc1ccc(NC(=O)N2CCC(C(=O)c3ccc4c(c3)OCCO4)CC2)cc1	3%	-26	0	9%	-6	0.3%	-1	0%	?	24%	2%
CC(=O)NC1CC2CCCC(C1)N2S(=O)(=O)c1ccccc1 (stereo not given)	0%	10	3	3%	23	-0.1%	8	2%	-1	-9%	5%
O=C(CSc1n[nH]c(-c2ccc(Br)cc2)n1)N1CCOCC1	·	9	·	·	0	-0.5%	11	-2%	·	·	·
Cc1csc(SCC(=O)NC2CCCC2)n1	·	-23	·	·	4	-0.1%	12	5%	0	·	·
CCOC(=O)N1CCN(C2CCCN(C(=O)c3ccccc3SC)C2)CC1 (stereo not given)	2%	-22	-2	-17%	2	-0.1%	15	0%	-1	0%	·
CN(C)/C=N/c1cc(=O)[nH]c(=O)n1Cc1ccccc1	·	12	1&2	2%&0%	5	-0.6%	23	3%	0	4%	-2%&-1%
CC(=O)NC(=S)Nc1ccc(NC(=S)NC(=O)/C=C/c2ccco2)cc1	·	12	-1	·	-5	-0.6%	-13	-15%	1	0%	0%
S=C(NCCCN1CCOCC1)Nc1cccc(-c2nnc3n2CCCCC3)c1	0%	3	5	-6%	4	-0.3%	8	0%	1	5%	-1%
COc1ccccc1NC(=O)c1cnc2n(c1=O)CCS2	2%	14	0	?	29	-3.1%	-3	0%	-1	-2%	2%
O=C(CSc1nc(-c2ccccc2)c(-c2ccccc2)[nH]1)NCC1CCCO1 (stereo not given)	0%	-5	-4	-2%	4	-0.1%	-6	1%	-1	3%	9%
CC(C)N1CCC(N2CCN(Cc3cccnc3)CC2CCO)CC1 (stereo not given)	-2%	-8	0	17%	1	-0.9%	-4	1%	-1	-8%	-5%
CCn1c(SCC(=O)NCC2CCCO2)nnc1-c1c[nH]c2ccccc12 (stereo not given)	1%	-17	-3	-15%	-16	0.0%	-7	-1%	1	0%	3%
COc1ccc2[nH]cc(C(=O)CCl)c2c1	0%	-9	1	26%	2	-0.2%	-16	15%	-1	9%	-1%
NC(=O)C(=O)NN=C1CCC(c2ccccc2)CC1 (stereo not given)	3%	-3	-1	6%	1	0.4%	3	1%	1	0%	-5%
CCOc1ccc(NS(=O)(=O)c2ccc3c(c2)oc(=O)n3C)cc1	6%	-14	2	10%	10	-4.0%	-8	-1%	-1	-6%	?
CC1=C(C#N)CCC(=O)N1Cc1ccc(C)cc1	1%	0	3	-4%	4	-0.3%	-20	0%	-1	0%	2%

Part of the list above in order of formula weight, highest first:
smiles	GALK inhibitor	Giardia killer	Coupling enz	Menin MLL FP TR	KCNH2 WT inh	B2AR arrestin	KCNH2 3.1 block	USP2a inh	TRPV1 agonist	CXXC DNA block	PKM2 act
COc1cc(C(=O)Nc2cccc(S(=O)(=O)N3CCCC3)c2)c([N+](=O)[O-])cc1OC	·	-8	·	·	-3	0.1%	0	1%	0	·	·
S=C(NCCCN1CCOCC1)Nc1cccc(-c2nnc3n2CCCCC3)c1	0%	3	5	-6%	4	-0.3%	8	0%	1	5%	-1%
NC(=O)C(=O)NN=C1CCC(c2ccccc2)CC1 (stereo not given)	3%	-3	-1	6%	1	0.4%	3	1%	1	0%	-5%

The list continues.
smiles	GALK inhibitor	Giardia killer	Coupling enz	Menin MLL FP TR	KCNH2 WT inh	B2AR arrestin	KCNH2 3.1 block	USP2a inh	TRPV1 agonist	CXXC DNA block	PKM2 act
O=C(Cc1ccc(F)cc1)NCCc1ccc(F)cc1	0%	17	-4	-6%	2	0.1%	7	2%	-6	-18%	-13%
Nc1ccc(C(=O)N/N=C/c2cn(Cc3ccccc3F)c3ccccc23)cc1	1%	-10	-3	?	15	0.4%	-17	-7%	-7	-10%	1%
O=C(Cn1ccc2ccccc21)Nc1ccc2c(c1)OCO2	-3%	-3	0	24%	16	0.0%	9	-1%	4	10%	-1%
O=C(Nc1cccnc1)c1cccc(S(=O)(=O)N2CCCCC2)c1	1%	-13	-4	0%	-2	-0.6%	-12	-1%	21	-3%	0%
COc1cc(C(=O)OCC(=O)NC(N)=O)cc(CN2C(=O)c3ccccc3C2=O)c1OC	1%	35[activator]	4	1%	-6	-0.8%	-6	6%	-8	-15%	·
COc1ccc(CC(=O)OCN2C(=O)c3ccccc3C2=O)cc1	6%	-13	1	1%	-7	0.2%	-10	3%	-1	1%	2%
O=C(CSc1ccc([N+](=O)[O-])cn1)Nc1ccc2[nH]c(=O)[nH]c2c1	-3%	-1	-3	39%[activator]	-1	-0.2%	-9	2%	-1	4%	-4%

2 compounds picked at random from those above:
smiles	GALK inhibitor	Giardia killer	Coupling enz	Menin MLL FP TR	KCNH2 WT inh	B2AR arrestin	KCNH2 3.1 block	USP2a inh	TRPV1 agonist	CXXC DNA block	PKM2 act
CCOC(=O)N1CCN(C2CCCN(C(=O)c3ccccc3SC)C2)CC1 (stereo not given)	2%	-22	-2	-17%	2	-0.1%	15	0%	-1	0%	·
CCOC(=O)c1cc[n+](CC(=O)c2ccc(F)cc2)cc1	1%	-13	2	-4%	0	-1.0%	12	0%	1	?	-14%

Only part of the results is shown; count on the stated rates, not on these rows.
